IDE cell inh: cellular human IDE inhibition; HEK cells, FAbetaB cleavage, fluorescence polarization; inhibition, % at 5.59 µM; 320,000 tested, 0.41% active;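 active = percent inhibition above the average of all tested compounds plus 3 SD, set per screening campaign, cut at about 16% in these data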;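 note: IDE supplied by intact live HEK cells; FP after avidin binding of uncleaved biotin substrate so inhibition keeps polarization high; 0% = DMSO wells and 100% = 60 µM reference IDE inhibitor Ii1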
p-CIP stab down: lowers stability of the mouse p/CIP coactivator protein | Q05BA5 | F442A p/CIP-EGFP cells, EGFP fluorescence, 16 h | decrease of EGFP signal, % at 10 µM | 290,000 tested, 0.01% active;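 active = EGFP signal decrease of at least 30% at 10 µM or well 3 SD below plate mean, unless failing retest; inactive = the rest, including hits failing retest or dose response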; note: some compounds called inactive have numbers as strong as hits; many of its hits are not listed in these tables
MEKK3 PB1 HTS: MEKK3-MEK5 PB1 interaction, increase or decrease; bead-based flow cytometry, Alexa488-MEK5 binding to MEKK3; actives lie on both sides; 0 = blocked by unlabeled MEK5, 100 = vehicle; 290,000 tested, 1.4% active; binding response (% of control), % at 10 µM; Q99759; AID 1529;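 active = binding response more than 3 SD above or below the average of its plate-row segment, actives on both sides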;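 note: Alexa488 bead fluorescence after subtracting the streptavidin-only scavenger bead signal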
Target sequence (Q99759 whole entry, looked up): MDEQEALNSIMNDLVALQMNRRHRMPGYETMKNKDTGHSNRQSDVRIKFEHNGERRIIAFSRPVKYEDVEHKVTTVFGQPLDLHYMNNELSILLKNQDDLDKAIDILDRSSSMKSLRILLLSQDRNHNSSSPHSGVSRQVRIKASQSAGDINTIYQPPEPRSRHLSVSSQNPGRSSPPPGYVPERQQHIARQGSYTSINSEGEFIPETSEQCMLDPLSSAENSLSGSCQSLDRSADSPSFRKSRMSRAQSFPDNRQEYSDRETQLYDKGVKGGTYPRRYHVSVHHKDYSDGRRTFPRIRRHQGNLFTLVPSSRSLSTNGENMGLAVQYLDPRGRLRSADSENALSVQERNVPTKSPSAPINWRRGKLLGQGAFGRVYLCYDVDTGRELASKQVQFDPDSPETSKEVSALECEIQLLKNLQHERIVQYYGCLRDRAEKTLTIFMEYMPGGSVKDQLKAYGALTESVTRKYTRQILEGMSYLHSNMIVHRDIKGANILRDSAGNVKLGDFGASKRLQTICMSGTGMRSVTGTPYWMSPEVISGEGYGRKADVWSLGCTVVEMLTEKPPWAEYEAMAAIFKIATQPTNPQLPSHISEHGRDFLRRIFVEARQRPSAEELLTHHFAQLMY
IDE act: IDE (human) activation, cell-based; activation, % at 5.96 µM; P14735; 340,000 tested, 0.073% active; HEK cells, FAbeta-B cleavage, fluorescence polarization; 0% vehicle, 100% cell-free pure enzyme wells;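 active = activation above the mean of all tested compounds plus 3 SD, set per screening campaign, cut at about 17% in these data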
CRFBP-R2 block: CRF-BP/CRF-R2 complex antagonism | HEK293 CRF-R2/CRF-BP, CRF-induced calcium fluorescence | inhibition, % at 11.8 µM | 350,000 tested, 0.59% active | AID 588475;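 active = inhibition of the ligand-induced calcium signal above about 50% at the single tested concentration, limit read from the data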
M4 PAM: positive allosteric modulators of human muscarinic M4 receptor | P08173 | CHO-K1 hM4/Gqi5, Fluo-8 calcium fluorescence, ACh EC20; 0% = ACh EC20, 100% = maximal ACh | activation, % at 3 µM | 360,000 tested, 0.4% active;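 active = activation above its plate's cutoff, the mean activation of sample wells plus 3 SD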; note: some results filed as inactive read as strong as hits
Target sequence (P08173 whole entry, looked up): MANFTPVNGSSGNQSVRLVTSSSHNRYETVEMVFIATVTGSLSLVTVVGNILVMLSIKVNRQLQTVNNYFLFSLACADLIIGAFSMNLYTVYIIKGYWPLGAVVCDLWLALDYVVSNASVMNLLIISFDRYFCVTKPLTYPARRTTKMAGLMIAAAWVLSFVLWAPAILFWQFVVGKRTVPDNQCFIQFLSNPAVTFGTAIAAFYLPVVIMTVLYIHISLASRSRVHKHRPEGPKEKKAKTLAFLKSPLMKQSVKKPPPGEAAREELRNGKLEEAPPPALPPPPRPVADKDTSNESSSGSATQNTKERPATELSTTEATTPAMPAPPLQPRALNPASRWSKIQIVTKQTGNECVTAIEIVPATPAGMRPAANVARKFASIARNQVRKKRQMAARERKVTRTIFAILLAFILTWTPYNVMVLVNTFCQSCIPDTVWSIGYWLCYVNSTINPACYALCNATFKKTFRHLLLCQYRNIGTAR
PHOSPHO1 inh: blocks human PHOSPHO1 phosphatase activity; Q8TCT1; recombinant PHOSPHO1, absorbance phosphatase assay; inhibition, % at 13.3 µM; 290,000 tested, 1.1% active; AID 1565; in the data active = inhibition above about 60%
CRFR2-BP ag: agonists of human CRF-binding protein/CRF-R2 receptor complex | HEK293 CRF-R2/CRF-BP, calcium dye fluorescence (FLIPR); percent of saturating CRF peptide response | activation, % at 13.2 µM | 350,000 tested, 0.46% active;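 active = activation of at least 50%, plus an integration ratio under a set limit after plate pattern correction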;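 note: plate controls were neutral control wells without compound for no effect and CRF at EC100 for full effect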
GalR3 antag: human GalR3 antagonism; O60755; HEK293 GalR3-CNG cAMP membrane potential fluorescence; galR3 body fused to GalR1 C-terminus; inhibition, % at 3 µM; 360,000 tested, 0.44% active; AID 651719;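 active = inhibition above the screen-wide average plus 3 SD, cut at about 13% in these data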;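 note: forskolin and galanin both at EC90 stimulate the cells; cAMP rise reported by CNG channel membrane potential dye signal; 0% = forskolin plus galanin with DMSO and 100% = forskolin alone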
* marks the source's active call; other numbers are inactive results; nt = not tested or not shown; & = joins results of further samples; [ ] = remark or other dose.

The line under a structure holds: IDE cell inh	p-CIP stab down	MEKK3 PB1 HTS	IDE act	CRFBP-R2 block	M4 PAM	PHOSPHO1 inh	CRFR2-BP ag	GalR3 antag
CC(C)Cc1cc(CN2CCCC(CO)(Cc3cccc(Cl)c3)C2)[nH]n1 (configuration not stated)
  5	-17	102	-2	-40	-9	20	3.0	-8
NC1C2CN(c3nc4c(cc3F)c(=O)c(C(=O)O)cn4-c3ccc(F)cc3F)CC12 (configuration not stated)
  -3	-14	102	10	-10	5	24	0.3	nt
CCOC(=O)C1CCCN(c2c(Nc3ccc(C)c(C)c3)c(=O)c2=O)C1 (configuration not stated)
  0	-5	111	7	-1	3	-7	0.1	3
O=C(O)C1Cc2ccccc2CN1C(=O)CSc1nnc2ccccn12 (configuration not stated)
  0	-7	100	1	5	-4	-30	-2.2	1
S=C1NCCc2ccccc2C1c1ccccc1Cl (configuration not stated)
  -2	2	106	-2	21	-4	-14	0.9	-3
C=CCn1c(C)cc(-c2csc(N)n2)c1C
  -2	-12	99	8	-7	2	98*	12	-1
COc1ccccc1/C=C/C(=O)NC(=S)N1CCN(C)CC1
  nt	0	96	0	-5	1	12	-0.8	-1
O=C(Nc1nc2ccccc2s1)c1ccccc1[N+](=O)[O-]
  2	-5	105	0	-7	3	39	0.8	-13
C=CCSc1nnc(-c2cc3c(s2)-c2ccccc2CC3)o1
  8	-7	108	9	10	-5	-22	-0.4	3
CC1CCN(S(=O)(=O)c2ccc3c(c2)c(=O)c(C(=O)NCc2cccs2)cn3C)CC1
  6	-3	101	4	-14	1	17	-1.4	-12
O=C(Nc1cccc(Cl)c1N1CCCC1)c1cc2ccccc2o1
  6	-21	103	-3	-12	13	-38	1.2	4
Clc1ccc(Cl)c(-c2nn3c(Cn4cnc5ccccc54)nnc3s2)c1
  4	nt	109	8	-11	4	nt	0.3	-6
CN(C)c1ccc(NS(=O)(=O)c2cc(Cl)ccc2Cl)cc1
  -8	0	96	-1	2	-8	-15	-0.9	-7
CC(C)N=c1cc2n(-c3ccc(Cl)cc3)c3ccccc3nc-2cc1Nc1ccc(Cl)cc1
  7	nt	70*[inhibitor]	7	-37	-4	nt	33	0
CN(C)S(=O)(=O)N1CCN(C(=O)N2CCCCCC2)CC1
  -3	1	100	1	6	5	-7	-0.6	-3
COc1ccc2cc(C[C@@H]3CC[C@@H](CO)O3)ccc2c1
  nt	nt	nt	4	-11	-5	nt	4.4	-5
CCCCCCCC1CC(/C(C)=N/NC(N)=O)OC1=O (configuration not stated)
  -6	8	104	-4	-16	4	12	-1.6	-1
Cc1ccc(S(=O)(=O)N[C@@H](CC(C)C)C(=O)NCc2ccco2)cc1
  -3	-7	102	2	8	5	4	-1.1	-5
CCCCC(CC)C(=O)Nc1ccccc1C#N (configuration not stated)
  -3	-1	101	6	1	-2	3	-0.1	-4
C/C=C(/C)C(=O)Nc1cccc(C2=NOC3(C2)C[C@H](C(N)=O)N(C(=O)Cc2ccc([N+](=O)[O-])cc2)C3)c1 (some centres not stated)
  -1	6	100	-4	-1	-4	44	-1.6	6
CN(C)S(=O)(=O)Nc1cccc(Br)c1
  -6	-6&-14	101&104	5	3	6	12&40	-2.3	-10
CCn1c(=O)cc(OCC(=O)NC(C)c2ccc3c(c2)OCCO3)c2ccccc21 (configuration not stated)
  11	-9	99	0	24	-3	-2	-0.7	-5
CCN(Cc1ccncc1)C(=O)c1cccs1
  -2	-8	101	2	11	8	-5	-2.8	-7
CC(C)N(C(=O)CSc1nnc(NC(=O)c2cccs2)s1)C(C)C
  2	-2	112	-1	-9	8	13	1.4	-6
Cc1cc2nnc(SC(C)C#N)n2c2ccccc12 (configuration not stated)
  -1	-19	105	-1	4	0	-6	-1.8	1
CCc1nnc(NC(=O)c2nc(S(=O)(=O)Cc3ccc(C)cc3)ncc2Cl)s1
  5	-17	105	3	33	-3	-1	-0.8	-7
Cc1cc[n+](CC(=O)Nc2cccc(C)c2)cc1
  1	-150	94	5	9	-3	nt	1.4	-3
COc1ccc(C(C)NC(=S)NCc2ccc(F)cc2)cc1 (configuration not stated)
  1	-3	98	-4	-5	-6	16	3.2	-5
COc1cc(CNCCc2ccccc2F)ccc1OCc1ccc(Cl)nc1
  1	8	107	0	0	-6	-3	0.1	-6
O=S(=O)(c1ccccc1F)N1CCN(Cc2cc3c(cc2Br)OCCO3)CC1
  0	nt	nt	1	2	0	nt	4.3	1
Cc1nnc(NC(=O)C2CCN(c3nnnn3-c3ccccc3)CC2)s1
  3	-6	92	-5	2	1	10	0.5	-6
O=C(Nc1cccnc1)c1ccc(Br)c(S(=O)(=O)N2CCCC2)c1
  2	-48	98	-3	1	-9	56	0.6	-5
C/C(=N\NC(=O)c1ccccc1F)c1ccc2c(c1)Nc1ccccc1S2
  7	1	101	1	-8	0	-2	0.6	-5
O=C(Nc1ccc2nc(-c3cccnc3)[nH]c2c1)c1ccco1
  -1	-12	106	-5	0	-3	-20	-0.5	3
CCCn1nnc(NC(=O)c2ccc3c(c2)OCO3)n1
  -2	-3	93	3	7	-18	-1	0.2	-5
NC(=O)/C(=C\c1ccccc1)NC(=O)/C=C/c1ccccc1
  9	11	94	0	2	1	4	-1.0	6
CC(=NNC(=S)N1CC2CCC(CC2)C1)c1ccncn1
  nt	nt	nt	-21	-10	1	nt	-1.4	-5
Cn1c(=O)cc(OCC(=O)NCCC2=CCCCC2)c2ccccc21
  -5	-6	104	2	-19	-3	2	0.0	-2
CCOc1ccccc1/C=C/c1onc(C)c1S(=O)(=O)N1CCC(C(=O)N2CCCCCC2)CC1
  -5	-2	97	4	16	2	1	0.3	1
N/C(=N\O)c1ccccc1-n1cccc1
  2	4	107	-1	7	-2	41	-0.3	-2
O=[N+]([O-])c1ccccc1/C=C/CN1CCCCC1CO (configuration not stated)
  nt	5	106	2	-13	-4	36	-0.3	-1
Cc1ccc(-c2nnc(SCC(=O)N/N=C/c3c(C)nn(-c4ccccc4)c3C)n2-c2ccccc2)cc1
  1	2	109	4	23	-3	-27	-0.1	0
O=C(O)/C=C/c1ccc(S(=O)(=O)Nc2cccnc2)cc1
  1	-2	102	-3	3	7	-12	0.7	-9
CCc1ccccc1N(CC(=O)NCc1ccc(OC)cc1)C(=O)CCC(=O)Nc1ccccn1
  -3	2	101	4	-3	-7	49	0.6	-8
COc1ccccc1OCCNC(=O)c1ccc(C(C)(C)C)cc1
  -9	nt	nt	4	9	0	nt	0.0	-2
Cc1ccc(S(=O)(=O)NC(C)C(=O)Nc2ccccc2C(=O)N2CCCC2)cc1 (configuration not stated)
  7	-13	105	1	14	7	-2	0.8	0
COc1ccc(OC)c(-c2csc(NC(=O)Cc3cccs3)n2)c1
  7	-28	97	0	28	1	21	0.3	-2
Cc1nn(-c2ccccc2)c(N2CCCC2)c1/C=N/NC(=O)c1ccccc1O
  6	2	104	6	5	2	5	0.0	-4
COc1ccccc1N(Cc1cc(=O)[nH]c2ccccc12)C(=O)c1ccc([N+](=O)[O-])cc1
  -9	-4	58	3	5	0	39	0.0	-6
COC(=O)c1ccc(C(NC(=O)OCc2ccccc2)/C(C)=C/[C@@H](C)C(=O)NCc2ccc(-c3ccccc3)cc2)cc1 (some centres not stated)
  -3	-2	106	0	3	6	1	3.7	nt
CCOc1ccc(S(=O)(=O)N2CCN(C(=O)c3cc(C4CC4)nn3-c3ccccc3)CC2)cc1
  nt	nt	nt	3	18	-14	nt	1.8	-5
COc1ccc(CCn2nnnc2C(CC(C)C)N2CCC(C(N)=O)CC2)cc1OC (configuration not stated)
  8	-2	105	-1	0	1	-2	-0.9	-5
CCOc1ccccc1NC(=O)COC(=O)c1c[nH]c2ccccc12
  nt	nt	nt	6	-10	8	nt	-0.2	-3
N#CC1(NC(=O)COC(=O)c2nc(Cl)c(Cl)c(N)c2Cl)CCCCC1
  4	nt	nt	9	-1	2	nt	-1.5	-2
O=C(/C=C1\SC(=O)N(CC(=O)Nc2ccc(Cl)cc2)C1=O)Nc1ccc(F)cc1
  3	0	88	6	2	7	-10	0.6	-1
COc1ccc(Cl)cc1NC(=O)c1[nH]c(C)c(C(C)=O)c1C
  3	-6	101	5	9	4	32	2.2	8
O=c1cc(CN2CCN(S(=O)(=O)c3ccccc3)CC2)nc2sccn12
  1	11	94	7	-15	1	-3	-0.3	-3
CC(=O)Nc1ccc(S(=O)(=O)N2CCCC(C(=O)N3CCN(c4ccccc4)CC3)C2)cc1 (configuration not stated)
  1	-5	103	-1	10	-6	nt	0.4	-3
CC1=C(C(=O)Nc2cccc(C(=O)N3CCC(C(N)=O)CC3)c2)SCCO1
  7	3	101	5	2	6	26	-0.9	-8
COc1ccc(-c2cc(C(=O)NCCCN3CCCC3=O)c3ccccc3n2)cc1
  -2	nt	nt	0	12	-11	nt	0.0	1

MEKK3 PB1 HTS, what is marked active above
The line under a structure holds: IDE cell inh	p-CIP stab down	MEKK3 PB1 HTS	IDE act	CRFBP-R2 block	M4 PAM	PHOSPHO1 inh	CRFR2-BP ag	GalR3 antag
CC(C)N=c1cc2n(-c3ccc(Cl)cc3)c3ccccc3nc-2cc1Nc1ccc(Cl)cc1
  7	nt	70*[inhibitor]	7	-37	-4	nt	33	0

More compounds:
The line under a structure holds: IDE cell inh	p-CIP stab down	MEKK3 PB1 HTS	IDE act	CRFBP-R2 block	M4 PAM	PHOSPHO1 inh	CRFR2-BP ag	GalR3 antag
O=C(O)/C=C\c1cc2c(cc1[N+](=O)[O-])OCO2
  4	2	101	7	7	7	41	-1.0	-3
CCNC(=S)N/N=C/c1ccc(C#N)cc1
  0	-3	88	7	-46	4	-10	3.5	0
CCN(CC)S(=O)(=O)c1cc(C(=O)N=c2sccn2C)ccc1OC
  -1	1	103	3	21	1	53	-0.6	1
CCOC(=O)c1c(NC(=S)NC)sc2c1CCCC2
  3	16	102	-9	-5	3	16	0.8	-3
O=C(Cn1cccc1)N1CCc2ccccc21
  1	-13	96	5	-6	6	-4	0.1	-7
Cc1ccc(C)c(NC(=O)CN(C)C(=O)c2ccccc2OCc2ccccc2Cl)c1
  2	nt	nt	5	1	0	nt	0.1	-6
O=C(NCC1CCCN1S(=O)(=O)c1cccs1)c1cccc(F)c1 (configuration not stated)
  0	nt	nt	-3	0	-1	nt	-0.1	-4
COCCNC(=O)[C@H](C)[C@H]1C[C@]1(C)[C@H](NC(=O)OCc1ccccc1)c1ccccc1
  1	-22	107	2	8	-2	-14	-0.6	-5
O=C(Oc1ccc(/C=N/n2cnnc2)cc1)c1cccc([N+](=O)[O-])c1
  5	-2	100	4	5	11	32	-1.0	1
CCc1nc2ccccc2n1Cc1ccccc1OC
  2	-20	95	-3	10	2	16	-1.6	-6
CCOc1ccc(-c2c(=O)n(O)c3ccccc3[n+]2[O-])cc1
  5	2	103	1	6	-2	28	3.0	-9
CC1(C)Cc2ccccc2C(NNC(=O)c2ccccn2)=N1
  2	7	99	4	-2	4	23	-1.9	-1
Cc1cc(C)c(C)c(S(=O)(=O)Nc2cccc(-n3cnnn3)c2)c1C
  6	-6	97	3	11	0	2	-1.2	-6
O=C(NC(=S)NCc1ccccc1)c1ccccc1Br
  3	-2	102	3	-8	-7	14	0.5	-10
Brc1cc2c(cc1-c1nc3ccccc3s1)OCO2
  6	-3	102	-4	-7	3	11	1.5	-6
Cn1c(=O)c2cc(S(=O)(=O)NC(C(=O)Nc3cccc(F)c3)c3ccccc3)ccc2n(C)c1=O (configuration not stated)
  3	-13	nt	4	-29	1	9	-1.7	-1

Screens as filed in PubChem.

Not a hit list; about 4.2% have a hit in one of these screens.
